Bioassay records as filed in PubChem BioAssay.
Mito fusion act: inhibitors of mitochondrial division or activators of mitochondrial fusion; AID 485298; Potency, µM (top dose mostly 46.1 µM), for inactives: at the highest dose growth rescue (activation), hits mostly activators; 320,000 compounds, 0.23% hits; S. cerevisiae fusion-defective mutant growth rescue, CellTiterGlo 48 h;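 note: potency is the fitted concentration of half-maximal effect; % of control where 0% means no effect; nearly all actives have a fitted effect of over 45% in size; temperature-sensitive fusion mutants such as fzo1-1 at 37 °C on non-fermentable ethanol glycerol medium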
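Read-out: ATP-based luminescence (CellTiterGlo, 10 min ambient) reporting growth of fusion-defective ts yeast after 48 hours at 37C on glycerol/ethanol YPEG medium in the presence of compound.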
TCR act: T cell receptor activation; AID 504894; primary human leukocytes, anti-CD3, IL-2 HTRF, 48 h; Potency, µM (series often up to 9.22 µM), for the others: at the top dose activation of IL-2 secretion, actives largely listed as activators; 330,000 tested, under 10 active; note: % of control where 0% means no effect
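1) Mix primary human leukocytes, a-CD3 beads and compound. 2) Incubate 48 hr. 3) Add HTRF IL-2 reagents (a-IL-2-K, a-IL-2-d2).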
TSHR antag: antagonists of human thyroid stimulating hormone receptor. P16473. TSHR-expressing cells, TSH-stimulated cAMP HTRF, 2 h; hits give low values. activity change, negative = inhibition, % at 11.5 µM. 330,000 compounds, 0.2% hits. AID 504810;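 active = activity change below a set negative limit, meaning inhibition stronger than a set level, cut at about -70% in these data; inconclusive = activity change between two set negative limits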; note: % is set by controls: 0 for no effect and ±100 for the full control effect
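Read-out is FRET at 665 nm (cryptate excitation 337 nm) from a cryptate-tagged anti-cAMP antibody, competed by cell cAMP against cAMP-d2. Compounds are tested on freshly harvested TSHR cells challenged with 4nM TSH (EC80) for 2 hours at 37 deg C.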
KCNH2 WT inh: blocks the wildtype human KCNH2 potassium channel. Q12809. U2OS, BacMam KCNH2, thallium flux FluxOr; hits give low values. activity change, % at 1.84 µM. 340,000 compounds, 0.37% hits;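 active = maximum activity change below -70%; inconclusive = maximum activity change between -70% and -50%; inactive = maximum activity change above -50%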; note: % is set by controls: 0 for no effect and ±100 for the full control effect
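U2OS cells transduced with wild-type KCNH2 virus are loaded with FluxOr dye for 45 min, and thallium flux is measured in kinetic reads before and after stimulation buffer. Rate constants are normalized to DMSO controls.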
AT treatment: candidate therapy for ataxia-telangiectasia. 320,000 compounds, 0.19% hits. Potency, µM (doses to about 57.5 µM), inactives show at the top dose activation, most hits filed as activators. AID 485349. […] A-T fibroblasts, KAP-1 phosphorylation AlphaLISA; neocarzinostatin DNA damage 30 min before lysis; note: potency is the fitted concentration of half-maximal effect; % of control where 0% means no effect; nearly all actives have a fitted effect of over 45% in size
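ATM-like activity read as KAP-1 phosphorylation via AlphaLISA donor/acceptor antibody pairs after lysis and 6 hr at 25C. Cells were ATM-null patient fibroblasts ([…], hTERT), dosed 60 min, then exposed to the DSB inducer NCS for 30 min.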
Eya2 inh: blocks the phosphatase activity of human Eya2 | recombinant Eya2, OMFP fluorescence dephosphorylation (OMFP is methylfluorescein phosphate) | AID 488837 | 330,000 compounds, 0.006% hits | Potency, µM (highest dose often 76.9 µM), inactives show at the top dose activity, negative = inhibition, most hits filed as inhibitors; note: potency is the fitted concentration of half-maximal effect; % is set by controls: 0 for no effect and ±100 for the full control effect
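Eya2 (0.2 uM) preincubated 10 min at ambient with compound, then OMFP substrate added at 50 uM; 10 min reaction in 50 mM HEPES pH 7.5, 50 mM NaCl, 5 uM MgCl2, 0.05% BSA, 1 mM DTT. Fluorescence read at Ex 485/Em 525 nm.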
KCNH2 3.1 block: blocks the human KCNH2 3.1 channel isoform; U2OS KCNH2 3.1, thallium flux FluxOr; hits give low values; activity change, % (tested at about 1.8 µM); 340,000 compounds, 0.95% hits; AID 720553;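 active = maximum activity change below -70%; inconclusive = maximum activity change from -70% to -50%; inactive = maximum activity change above -50%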;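 note: thallium influx rate constant from kinetic fluorescence after stimulation buffer; % is set by controls: 0 for no effect and ±100 for the full control effect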
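Steps: virus added to U2OS suspension (4 h, RT, dark); medium with 10% FBS added, cells plated, 37 C overnight; FluxOr/Red40 loading buffer 45 min RT; stimulation buffer, 2 min kinetic read; rate constant normalized.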
TRPV1 agonist: agonists of human vanilloid receptor 1 (TRPV1). Q8NER1. TRPV1-expressing cells, Fluo-8 calcium influx, agonist mode. activation, % at 8.33 µM. 320,000 compounds, 0.19% hits. AID 540275; in the data active = activation above about 80%; inconclusive = between about 30% and that limit; note: 0% is about no effect
Target sequence (Q8NER1 whole entry, looked up): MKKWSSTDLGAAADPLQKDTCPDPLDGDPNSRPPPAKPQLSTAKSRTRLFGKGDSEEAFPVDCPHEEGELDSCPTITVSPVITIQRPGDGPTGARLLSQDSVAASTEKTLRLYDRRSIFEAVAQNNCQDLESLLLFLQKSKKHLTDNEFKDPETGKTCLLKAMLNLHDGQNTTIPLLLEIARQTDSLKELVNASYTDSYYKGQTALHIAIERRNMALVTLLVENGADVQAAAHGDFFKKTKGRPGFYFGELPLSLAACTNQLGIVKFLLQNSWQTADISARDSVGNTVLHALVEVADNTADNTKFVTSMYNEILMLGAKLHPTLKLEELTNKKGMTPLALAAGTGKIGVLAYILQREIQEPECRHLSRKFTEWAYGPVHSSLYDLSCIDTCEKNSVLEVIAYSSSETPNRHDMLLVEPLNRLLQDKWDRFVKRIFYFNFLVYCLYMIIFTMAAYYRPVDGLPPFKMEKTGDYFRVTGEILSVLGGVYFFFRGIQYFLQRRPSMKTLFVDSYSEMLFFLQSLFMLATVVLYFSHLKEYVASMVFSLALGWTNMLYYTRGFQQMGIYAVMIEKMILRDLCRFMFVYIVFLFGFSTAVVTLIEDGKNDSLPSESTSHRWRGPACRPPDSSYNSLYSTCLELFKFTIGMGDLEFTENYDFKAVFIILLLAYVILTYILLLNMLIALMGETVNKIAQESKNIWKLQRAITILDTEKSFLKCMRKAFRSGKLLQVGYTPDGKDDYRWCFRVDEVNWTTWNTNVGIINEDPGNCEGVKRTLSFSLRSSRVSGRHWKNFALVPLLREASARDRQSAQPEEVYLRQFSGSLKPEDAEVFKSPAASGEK
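TRPV1-expressing cells were cultured overnight at 35.5C and loaded with Fluo-8 calcium dye for 40 to 90 min at room temperature. After a 10 s baseline, compound was added and calcium influx was read kinetically for 3 min (ex 480/em 520 nm).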
ELG1 repair inh: blocks ELG1-dependent DNA repair in HEK293T cells; AID 504467; Potency, µM (top dose mostly 46.1 µM), inactives show at the highest dose activity change, negative = inhibition, actives largely listed as inhibitors; HEK293T ELG1-luciferase reporter, luminescence, 16 h; DNA damage induced by 5-fluorouridine; 330,000 compounds, 2.3% hits; note: potency is the fitted concentration of half-maximal effect; % is set by controls: 0 for no effect and ±100 for the full control effect; nearly all actives have a fitted effect of over 55% in size
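Quantitative HTS, concentration-response format. 2,000 cells/well co-treated with 5-fluorouridine and compound, 16 hr in 5% CO2 at 37 °C; ONE-Glo luminescence read after 30 min.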
USP2a block: inhibitors of human ubiquitin-specific protease USP2a. O75604. USP2 core, Ub-CHOP2 coupled fluorogenic reporter, 485/531. Potency, µM (top dose mostly 38.3 µM), for the others: top-dose activity change, negative = inhibition, most hits filed as inhibitors. 330,000 compounds, 0.01% hits. AID 463254;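 note: potency is the fitted concentration of half-maximal effect; plate controls were DMSO wells for no effect and full inhibition by NEM control for full effect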
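USP2 core (10nM final) preincubated 30min RT with compound in 20mM Tris-HCl pH 8.0, 2mM CaCl2, 2mM beta-mercaptoethanol, 0.05% CHAPS; 25nM Ub-CHOP2 plus 25nM reporter substrate added, fluorescence (Ex485/Em531) read after 60min.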
The depositor's hits bear a star; i = inactive; ? = inconclusive; . = no result given; [ ] = dose if it differs, or a comment. Unless noted, calls come from the whole dose curve; as a rule, active = well fitted curve in the direction sought with a large enough effect; inconclusive = small, poorly fitted or top-dose-only effect, or another doubt; inactive = no such curve, though single readings can be large; an effect the other way counts as inactive or inconclusive. Some of the compounds tested; rates above refer to the full screens.

Start of the data: the first 3 entries, ahead of the listing:
entry	canonical_smiles	Mito fusion act	TCR act	TSHR antag	KCNH2 WT inh	AT treatment	Eya2 inh	KCNH2 3.1 block	TRPV1 agonist	ELG1 repair inh	USP2a block
1	Cc1ccc(Cl)cc1N1CCN(CC(=O)NC2CCCc3ccccc32)CC1 (configuration not stated)	-12%	-4%[46.1 µM]	-7	1	2%	-8%	-13	25	-14%	2%
2	COc1ccc(OC)c(NC(=O)c2cc3ccccc3cc2OC)c1	1%	-1%	9	-6	3%	-7%	-13	12	3%	4%
3	COCCN(C(=O)COC(=O)COc1ccc(Cl)c(C)c1)c1c(N)n(Cc2ccccc2)c(=O)[nH]c1=O	-4%	6%	-6	0	4%	-8%	15	2	-3%	3%

The list itself, from the first entry:
entry	canonical_smiles	Mito fusion act	TCR act	TSHR antag	KCNH2 WT inh	AT treatment	Eya2 inh	KCNH2 3.1 block	TRPV1 agonist	ELG1 repair inh	USP2a block
1	Cc1ccc(Cl)cc1N1CCN(CC(=O)NC2CCCc3ccccc32)CC1 (configuration not stated)	-12%	-4%[46.1 µM]	-7	1	2%	-8%	-13	25	-14%	2%
2	COc1ccc(OC)c(NC(=O)c2cc3ccccc3cc2OC)c1	1%	-1%	9	-6	3%	-7%	-13	12	3%	4%
3	COCCN(C(=O)COC(=O)COc1ccc(Cl)c(C)c1)c1c(N)n(Cc2ccccc2)c(=O)[nH]c1=O	-4%	6%	-6	0	4%	-8%	15	2	-3%	3%
4	O=C(Cn1nc2ccccc2n1)N/N=C/c1ccc(F)cc1	-1%	1%	17	-8	5%	3%	-4	4	23%	2%
5	O=C(CCN1CCN(c2ccccc2)CC1)Nc1ccc(OCc2ccccc2)cc1	-3%	-27%	4	-7	.	4%	?	0	12%	1%
6	Cn1c(=O)c2cnc(N3CCOCC3)nc2n(C)c1=O	-2%	.	23	.	6%	0%	.	0	1%	-2%
7	COc1ccccc1C(=O)Nc1ccc(CN2CCCCC2)cc1	2%	-3%	1	-3	1%	5%	6	15	22%	-2%
8	Clc1ccc(-n2ncc3c(NCC4CCCO4)ncnc32)cc1 (configuration not stated)	15%	-10%[46.1 µM]	-26	9	0%	-3%	18	26	?	2%
9	COc1ccc(CC(=O)Nc2sc3c(c2C(N)=O)CCCC3)cc1OC	5%	-1%	-2	1	7%	3%	-13	1	?	1%
10	Cc1ccccc1-n1nc(C)c2cc(C(=O)NC3CC3)sc21	9%	5%	-10	3	.	-4%	10	6	-2%	-4%
11	Cc1nnc(Nc2ccccc2F)s1	2%	6%	0	-5	2%	3%	-10	25	-1%	2%
12	CCOC(=O)c1c(C)[nH]c(NC(=O)Nc2c(C)n(C)n(-c3ccccc3)c2=O)c1C	-6%	-1%	3	-19	-5%	0%	10	0	-13%	4%
13	CCC12CN3CCN(CC(C3)/C1=N\NC(=O)c1ccc(Cl)cc1)C2	2%	5%	-13	4	-2%	2%	3	3	16%	1%
14	O=C(CSc1ccccc1)N/N=C/c1ccccc1O	-3%	-5%	8	i	-5%	2%	-11	30	-8%	-8%
15	COc1ccc(C)cc1NC(=O)NC1CCN(Cc2ccccc2)CC1	4%	2%	-1	10	-1%	-22%	3	1	-7%	3%

Given with one line to a screen: entries from further up.
7	COc1ccccc1C(=O)Nc1ccc(CN2CCCCC2)cc1
6	Cn1c(=O)c2cnc(N3CCOCC3)nc2n(C)c1=O

compound no.,7,6
Mito fusion act,2%,-2%
TCR act,-3%,.
TSHR antag,1,23
KCNH2 WT inh,-3,.
AT treatment,1%,6%
Eya2 inh,5%,0%
KCNH2 3.1 block,6,.
TRPV1 agonist,15,0
ELG1 repair inh,22%,1%
USP2a block,-2%,-2%

New compounds follow:
entry	canonical_smiles	Mito fusion act	TCR act	TSHR antag	KCNH2 WT inh	AT treatment	Eya2 inh	KCNH2 3.1 block	TRPV1 agonist	ELG1 repair inh	USP2a block
16	C=CCOc1ccc(/C=N/O)cc1Cl	9%	-1%[46.1 µM]	-2	1	14%	2%	30	-3	24%	0%
17	CCN(CC)CCNCc1cc(Cl)ccc1OCc1ccccc1F	1%	1%	2	65	-1%	-2%	-25	3	1%	1%
18	COc1cccc(CNC(=O)C2CCN(S(=O)(=O)N3CCCCC3)CC2)c1	0%	-5%	10	-3	-2%	-7%	-3	27	6%	-4%
19	CCC(=O)NC(NCC1CCCO1)C(Cl)(Cl)Cl (configuration not stated)	-2%	11%	15	3	-3%	12%	-1	-2	-1%	2%
20	Cc1noc(NS(=O)(=O)c2ccc(NC(=O)/C=C/c3ccc(Br)cc3)cc2)c1C	1%	10%	-48	2	-14%	1%	.	5	4%	0%
21	COc1cc(OC)c(NS(=O)(=O)c2ccc(Cl)c(C(=O)OC(C)C(=O)N3CCCC3)c2)cc1Cl (configuration not stated)	-4%	-3%[46.1 µM]	-14	-3	2%	1%	-5	14	-19%	0%
22	Cc1noc(C)c1NC(=O)N(C)C[C@H]1Oc2ccc(NC(=O)NC3CCCCC3)cc2C(=O)N([C@H](C)CO)C[C@@H]1C	.	-3%	7	1	-6%	-4%	1	.	-2%	1%
23	FC(F)(F)c1nnc2ccc(NCc3ccccc3)nn12	7%	3%	-4	0	1%	-25%	-11	13	1%	-1%
24	Cc1ccc(NC(=O)c2nc[nH]c2C(=O)N[C@@H](CCCCNC(=O)OC(C)(C)C)C(=O)OC(C)(C)C)cc1	-2%	0%	-5	-1	9%	-15%	-29	23	?	-11%
25	O=C(Nc1cccnc1)c1ccc(C(=O)Nc2cccnc2)cc1	-3%	-8%	19	13	1%	2%	5	-3	0%	3%
26	COc1ccccc1C1C2=C(N=c3s/c(=C/c4cccc(OCC(=O)O)c4)c(=O)n31)c1ccccc1CC2 (configuration not stated)	10%	0%[46.1 µM]	-20	-5	-1%	0%	8	10	2%	1%
27	CCOC(=O)c1cn(-c2c(Cl)cccc2Cl)c2cc(Cl)c([N+](=O)[O-])cc2c1=O	0%	6%	-6	-5	18%	-11%	-18	?	?	0%
28	COc1ccnc(N2CCN(c3ccc(Cl)cc3)CC2)c1C#N	2%	2%	-3	1	-2%	7%	17	8	-11%	0%
29	CC(=O)NC1C(=O)N(C)c2ccc(Br)cc21 (configuration not stated)	3%	.	7	12	-4%	-13%	0	-1	0%	-1%
30	NS(=O)(=O)c1cccc(NC(=O)COC(=O)CNC(=O)c2ccc(-c3ccccc3)cc2)c1	0%	-1%	-13	3	-3%	-10%	-2	0	17%	-4%
31	CC(=O)Nc1cccc(C(=O)N/N=C/c2ccccc2F)c1	4%	5%	-4	-3	-4%	0%	0	7	?	3%
32	NC(=O)CC(NC(=O)c1ccc(Br)cc1)c1ccc(NC2CCCCCC2)c([N+](=O)[O-])c1 (configuration not stated)	0%	0%	7	-21	0%	-11%	19	-1	0%	-1%
33	Cc1c(C(=O)O)oc2c(F)cccc12	-4%	-1%	-3	-35	0%	9%	4	3	-1%	5%
34	CCCN1CCc2c(sc(NC(=O)c3ccc(S(=O)(=O)N4CCCC4)cc3)c2C(N)=O)C1	-1%	7%	-5	-1	2%	0%	17	9	-13%	5%
35	CCOc1ccccc1NC(=O)C(=O)/C=C(\O)c1cc(OC)ccc1OC	2%	.	-2	9	.	-4%	-3	0	-26%	3%
36	CC(=O)Oc1ccccc1-n1c(C)nc(=O)c(-c2ccccc2)c1C	-2%	0%	11	-3	4%	2%	13	-2	?	-1%
37	Cc1cc(OCC(=O)c2cccc(C(F)(F)F)c2)n2cnnc2n1	-1%	2%	-1	2	-3%	-22%	9	4	3%	1%
38	N#Cc1ccc(OCCN2C(=O)NC3(CCSC3)C2=O)cc1 (configuration not stated)	3%	5%	22	0	-8%	-8%	-27	-1	3%	-2%
39	O=C(Nc1ccc2c(c1)OCO2)C1CC(c2c(F)cccc2Cl)=NO1 (configuration not stated)	1%	.	7	-14	7%	-2%	15	1	?	-1%
40	O=C(Nc1ccsn1)c1ccc(Cl)cc1Cl	-12%	-1%	-27	20	-16%	-7%	-1	8	?	-1%
41	CCCC(C)NC(=O)c1nc(-c2ccccc2)n(-c2ccccc2)n1 (configuration not stated)	4%	0%	5	0	-3%	-13%	-10	?	-19%	2%
